Assay outcomes: PubChem, several laboratories
Yeast lifespan up: extends the lifespan of yeast; actives 0.68% (n = 130,000); S. cerevisiae growth with nicotinamide, OD615; deaD strain in restrictive glucose medium; inhibition of the nicotinamide effect, % at 10 µM;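 active = inhibition above a set limit, placed 3 SD over the median of all compounds, cut at about 26% in these data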;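 also: 0% = nicotinamide-treated wells and 100% = cells grown without nicotinamide; some compounds called inactive have numbers as strong as hits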
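Assay system: engineered S. cerevisiae DeaD replicative-lifespan strain, galactose-grown log-phase cells; medium: restrictive CSMM-D dextrose medium; also added: nicotinamide, 1.5 mM, co-present with compound; schedule: 48 h compound exposure at 30 °C, humidified; detection: absorbance at 615 nm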
HCT116 PTEN-null: growth suppressors of cells with PTEN tumor suppressor deletion. HCT116 PTEN-null viability, CellTiter-Glo, 60 h; hits give low values. actives 1.2% (n = 140,000). viability, % at 10 µM;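 active = viability at or below a set limit, 4 SD under the median of all tested compounds, cut at about 3.7% in these data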;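 also: PTEN knockout HCT116 line with beta catenin targeted HCT116 as companion control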
E-sel TNF inh: blocks E-selectin expression induced by TNF alpha | inhibition, % at 2 µM | AID 1246 | actives 0.71% (n = 120,000) | HUVEC TNFa-induced E-selectin immunofluorescence, high content;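 active = inhibition above the batch mean plus 3 SD, and confirmed as a hit on visual image review, cut at about 43% in these data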;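 also: 0% = TNF-stimulated DMSO wells and 100% = unstimulated control wells; not every result past the cut was called active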
NPY Y2 blocker: blocks the human neuropeptide Y Y2 receptor. NPY-Y2 expressing cells, antagonist mode. inhibition, % at 2.7 µM. actives 0.99% (n = 140,000); in the data active = inhibition above about 17%;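 also: 0% = vehicle with agonist challenge and 100% = reference antagonist with challenge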
Target sequence (P49146 whole entry, looked up): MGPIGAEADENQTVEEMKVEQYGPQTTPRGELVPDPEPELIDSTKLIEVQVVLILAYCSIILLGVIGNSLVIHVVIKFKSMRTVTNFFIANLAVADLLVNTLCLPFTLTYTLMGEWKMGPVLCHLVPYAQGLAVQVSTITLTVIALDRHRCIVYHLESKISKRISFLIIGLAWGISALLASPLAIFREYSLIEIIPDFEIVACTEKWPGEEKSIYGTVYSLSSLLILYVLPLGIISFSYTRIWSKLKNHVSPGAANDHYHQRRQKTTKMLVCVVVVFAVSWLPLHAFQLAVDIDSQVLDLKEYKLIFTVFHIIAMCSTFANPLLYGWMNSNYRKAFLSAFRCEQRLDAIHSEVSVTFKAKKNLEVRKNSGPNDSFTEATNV
HCT116 bCat-KO: beta-catenin-lacking colon tumor cell growth suppression. HCT116 beta-catenin knockout viability, CellTiter-Glo, 60 h; hits give low values. viability, % at 10 µM. actives 1.5% (n = 140,000);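 active = viability at or under a set limit, the compound median less 4 SD, cut at about 6% in these data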;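 also: 0% = Hyamine 1622 control at 20 µM and 100% = untreated cell control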
Phagocyt inh: blocks phagocytosis by macrophages; J774A.1 macrophage IgG-bead phagocytosis, imaging; inhibition, % at 5 µM; actives 0.07% (n = 110,000); AID 1029;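 active = inhibition above the mean of the plate negative controls plus 5 SD, cut at about 13% in these data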;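 also: phagocytic index as fraction of beads internalized from green versus red external bead signal; plate controls were DMSO negative control for no effect and cytochalasin-D positive control for full effect; some results beyond the cut were filed as inactive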
Measles CPE: protection of cells from measles virus; Measles virus-infected cells, CPE protection, absorbance; protection (pct of control), % at 4 µM; actives 1.5% (n = 140,000); in the data active = protection mostly above about 24%, no sharp cut-off; inactive = mostly below about 26%; also: some compounds called inactive have numbers as strong as hits
MRP-1 activ: activators of MRP-1 | H69AR cells + doxorubicin, viability rescue, CellTiter-Glo | viability increase, % at 10 µM | actives 0.61% (n = 140,000);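 active = viability gain under doxorubicin at or above a set limit, the compound median plus 3 SD, cut at about 4.7% in these data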;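 also: MRP-1 overexpressing cells given doxorubicin 25 µM after compound pretreatment; 18-22 h compound pretreatment then 72 h with doxorubicin before readout; 0% = doxorubicin-only wells and 100% = vehicle-treated cells without doxorubicin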
BB579 growth dn: chemicals that inhibit yeast BB579 growth in restrictive medium (lifespan-shortening candidates); S. cerevisiae BB579 growth, OD615, 48 h; inhibition, % at 10 µM; actives 0.51% (n = 140,000); AID 804;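 active = inhibition above a set limit, 3 SD over the mean compound inhibition, cut at about 44% in these data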; also: inactives centre near -24
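Test system: S. cerevisiae DeaD strain BB579 yeast; Medium: restrictive CSMM-D medium; Compound: one dose, 10 µM compound with 0.25% DMSO; Incubation: 4 h cell preincubation, 48 h compound exposure, 30 °C humidified; Signal: OD at 615 nm; Benchmarks: amphotericin B at 10 µg/mL as positive control.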
GALR2 antag: antagonists of human galanin receptor 2 (GALR2); O43603; GALR2-expressing cells, antagonist mode; inhibition, % at 4 µM; actives 0.39% (n = 140,000); in the data active = inhibition above about 27%;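 also: cells stimulated with galanin 1-16 at roughly its EC80; 0% = agonist challenge control and 100% = basal control without agonist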
Target sequence (O43603 whole entry, looked up): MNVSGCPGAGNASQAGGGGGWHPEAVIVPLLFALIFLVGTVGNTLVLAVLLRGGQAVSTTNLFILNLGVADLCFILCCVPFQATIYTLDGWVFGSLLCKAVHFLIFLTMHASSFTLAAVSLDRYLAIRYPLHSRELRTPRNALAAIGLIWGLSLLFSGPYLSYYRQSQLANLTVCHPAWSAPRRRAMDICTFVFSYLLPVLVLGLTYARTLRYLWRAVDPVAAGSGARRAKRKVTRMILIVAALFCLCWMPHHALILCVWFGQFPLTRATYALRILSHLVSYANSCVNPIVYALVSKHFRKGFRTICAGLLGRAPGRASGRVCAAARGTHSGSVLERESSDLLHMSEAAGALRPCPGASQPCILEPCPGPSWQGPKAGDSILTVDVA
* marks the source's active call; other numbers are inactive results; / = not tested or not shown.

SMILES	Yeast lifespan up	HCT116 PTEN-null	E-sel TNF inh	NPY Y2 blocker	HCT116 bCat-KO	Phagocyt inh	Measles CPE	MRP-1 activ	BB579 growth dn	GALR2 antag
CCOC(=O)C1=C(C)OC(N)=C(C#N)C1c1ccc(OC)c(C)c1OC (configuration not stated)	-3	107	/	1	96	-1	3	-1.2	-36	6
O=C(c1nn2c(C(F)(F)F)cc(-c3cccs3)nc2c1Cl)N1CCCc2ccccc21	2	70	-11	2	65	-3	6	-2.1	-57	-2
Cc1ccc(C(C(=O)NCc2ccco2)N(C(=O)CNC(=O)c2cccs2)c2ccc(C)cc2C)cc1 (configuration not stated)	3	37	9	-1	21	/	3	-1.6	-38	4
CN(C)CCCN1C(=O)CSC1c1ccccc1 (configuration not stated)	-8	94	/	7	105	-1	20	-0.8	19	-5
COc1ccc(CCNC(=S)Nc2cccc(C)c2C)cc1	0	76	-10	2	82	4	28	-4.2	-35	8
N=c1c2c3c(sc2ncn1CCCN1CCOCC1)CCCCC3	-5	84	-5	7	91	-3	6	-4.7	14	-1
CCOC(=O)C1Cn2c(nc3c(c2=O)C(C)(C)Cc2ccccc2-3)S1 (configuration not stated)	-4	91	43	-2	86	0	26	0.1	-21	-5
O=C(Nc1ccc(N2CCN(C(=O)c3ccco3)CC2)cc1)C(c1ccccc1)c1ccccc1	-4	83	-23	10	90	-2	6	-1.1	-34	6
CC(Oc1ccccc1F)C(=O)NCCN1CCCCC1 (configuration not stated)	-7	81	10	1	99	/	15	-2.2	-30	4
CC(/C=N\Nc1nnc2c(n1)[nH]c1c(C)cccc12)=C\c1ccco1	-11	2.4*	-28	1	2.1*	2	5	-2.3	-77	13
CCOc1cc(NC(=O)c2ccco2)c(OCC)cc1NC(=O)c1cc(OC)c(OC)c(OC)c1	5	96	-19	1	93	6	1	-5.5	-22	-10
Nc1ccccc1OCCOCCOc1ccccc1N	-21	94	7	3	93	2	10	-3.7	-8	7
C/C(CC(=O)Nc1cc(C)ccn1)=N\NC(=O)C(=O)Nc1cccc(C)c1	-5	103	/	3	98	-2	17	-0.1	-37	13
Cc1cc(C(=O)CN2C(=O)NC3(CCCc4ccccc43)C2=O)c(C)n1Cc1ccco1 (configuration not stated)	-3	98	-49	0	96	-3	10	-3.6	-33	15
Cc1ccc(S(=O)(=O)N(C)Cc2ccc(C(=O)NN=C(CC(C)C)CC(C)C)cc2)cc1	-3	71	-8	2	65	-5	9	-2.8	-4	1
CCOC(=O)C(CC)n1cnc2c(nnn2-c2ccc(OC)cc2)c1=O (configuration not stated)	2	96	/	-1	99	0	13	-2.4	1	-2
O=C(NC1CCCCC1)C(c1cccs1)N(Cc1cccs1)C(=O)c1cccs1 (configuration not stated)	/	81	-8	18*	79	/	13	-3.6	-29	9
O=C(c1ccc2ccccc2c1)N1CCN(c2ccc(O)cc2)CC1	-7	85	-45	14	73	/	6	-1.7	-69	-10
COc1cc(Br)c(S(=O)(=O)Nc2c(C)n(C)n(-c3ccccc3)c2=O)cc1OC	-8	101	-29	4	103	-2	5	0.5	-12	-5
COc1ccc(S(=O)(=O)C(C#N)c2nc3ccccc3nc2N2CCCC(C)C2)cc1 (configuration not stated)	13	94	-15	-2	83	-1	5	-3.0	-5	6
O=C(Nc1ccccc1-c1ccccc1)c1ccco1	-12	93	13	2	102	0	11	-0.8	-55	-14
CCCCn1c(SCC(=O)OCC)nnc1-c1ccoc1C	-7	99	5	2	91	/	3	-2.2	-18	2
COC(=O)c1ccc(OC(C)C(=O)c2ccc(C)cc2)cc1 (configuration not stated)	4	88	/	8	85	-2	26	-2.5	-22	-1
CCCn1nnc(NC(=S)NC(=O)C(C)(C)C)n1	10	109	/	1	106	2	18	2.9	-18	-6
COc1ccc(Nc2nc(-c3sc(N)nc3C)cs2)cc1	-17	93	-21	-1	96	2	5	-2.1	-53	1
CN1CCC(N(C)C(=O)CCc2nc3ccccc3c(=O)[nH]2)CC1	-10	99	/	-2	92	/	5	1.5	-30	2
CCOC(=O)c1ccc(N2C(=O)C3ON(c4ccccc4)C(c4ccco4)C3C2=O)cc1 (configuration not stated)	-1	99	10	5	98	0	4	-1.9	-16	8
O=C(CCc1ccccc1)NCc1cccnc1	0	92	11	2	93	/	7	-1.0	-40	9
COc1cc(S(=O)(=O)NCC2OCCc3ccccc32)ccc1-n1cnnn1 (configuration not stated)	-3	95	2	2	90	-1	2	-0.2	-43	3
Cc1cc(C)cc(NC(=O)N2CCC(c3nc4ccccc4o3)CC2)c1	-14	109	5	-1	89	0	11	-0.4	-80	8

Overlap with the part before: two compounds; new compounds follow.
SMILES	Yeast lifespan up	HCT116 PTEN-null	E-sel TNF inh	NPY Y2 blocker	HCT116 bCat-KO	Phagocyt inh	Measles CPE	MRP-1 activ	BB579 growth dn	GALR2 antag
COc1cc(S(=O)(=O)NCC2OCCc3ccccc32)ccc1-n1cnnn1 (configuration not stated)	-3	95	2	2	90	-1	2	-0.2	-43	3
Cc1cc(C)cc(NC(=O)N2CCC(c3nc4ccccc4o3)CC2)c1	-14	109	5	-1	89	0	11	-0.4	-80	8
COc1ccc(Nc2nnc(SCc3cc([N+](=O)[O-])cc4c3OCOC4)s2)cc1	-5	89	-28	-1	85	2	16	-1.1	-30	-1
Cc1ccc(SCCC(=O)NC(C)(C)C)cc1	/	97	-7	4	99	/	4	0.6	-26	5
CCOC(=O)CSc1nc(C2CC2)cc(-c2ccc(F)cc2)c1C#N	-4	84	0	4	87	-1	16	-3.0	-24	0
CCOc1cc(C2Nc3ccccc3C(=O)N2c2ccccc2)ccc1O (configuration not stated)	-4	89	10	5	94	0	3	-0.6	-36	7
COc1ccccc1Oc1ccc(S(=O)(=O)NCc2ccccn2)cc1	-6	66	-5	4	59	0	14	-1.4	-28	9
CCOc1ccc(C(=O)N(Cc2ccc(OC)cc2)Cc2cc3cc(OC)ccc3[nH]c2=O)cc1	-6	92	7	3	87	/	7	-1.8	-4	1
O=C(NCC(c1cccs1)N1CCOCC1)c1cc([N+](=O)[O-])ccc1Cl (configuration not stated)	6	91	/	5	87	-7	10	-3.6	0	14
COc1ccc(S(=O)(=O)NCC2CCC(C(=O)NCCC(C)C)CC2)cc1 (configuration not stated)	7	93	-10	2	86	-4	20	-3.6	-29	13
CCC(C)N(C(=O)COC(=O)CCc1c[nH]c2ccccc12)C1CCS(=O)(=O)C1 (configuration not stated)	-4	98	-15	1	90	2	11	-2.6	-19	4
N#Cc1cc2c(nc1SC1CC(=O)N(c3ccccc3)C1=O)CCC2 (configuration not stated)	2	92	21	2	84	-1	4	-4.1	-29	8
COc1cccc(CNC(=O)C(=O)NCC2CCCO2)c1 (configuration not stated)	/	100	1	-3	106	/	4	-1.4	-19	2
COc1ccc(OC)c(NC(=O)CSc2nc(C)cs2)c1	-15	107	-22	3	97	-1	9	-1.5	-40	7
O=C1N2CCCc3cccc(c32)C12Nc1ccccc1S2 (configuration not stated)	2	87	-20	0	80	-2	15	-2.1	-55	4
CSc1nnc2c3ccccc3c3ccccc3c2n1	-8	79	-23	-1	85	/	5	-1.7	-59	8
COc1ccc(Cn2c(-c3ccc(Br)cc3)c[n+]3ccccc23)cc1	-7	19	-2	8	18	3	6	-0.9	-23	0
CCCOc1cccc(-c2nn(-c3ccccc3)cc2/C=C(\C#N)C(=O)NCCCn2ccnc2)c1	-4	48	/	4	50	-2	7	-5.8	-24	3
CCOc1ccccc1NC(=O)CSc1nnc(-c2ccccc2Cl)n1Cc1ccco1	-19	89	-8	8	96	0	6	3.6	-18	-4
CCOC(=O)c1cc(-c2ccccc2)sc1NC(=O)CSc1nncs1	-2	79	-23	3	89	-8	12	2.3	-13	5
CCOC(=O)c1c(N2C(=O)Nc3cc(Cl)c(Cl)cc3N2O)sc2c1CCCCC2	-3	103	8	-2	99	/	16	-0.3	-90	-1
Cc1cc(C)n(-c2ccc(C(=O)Nc3ccc(S(=O)(=O)N(C)C)cc3)cc2)n1	3	27	8	0	20	-4	3	-0.8	-43	6
CCOC(=O)C(C)Oc1ccc2c(-c3cccc([N+](=O)[O-])c3)cc(=O)oc2c1 (configuration not stated)	-6	90	/	3	91	-5	8	0.4	-20	2
Cn1c(SCC(=O)OC2CCCCC2)nnc1-c1ccc2c(c1)OCO2	-2	88	2	4	97	-1	12	0.2	-41	6
Cc1cc(NC(=O)CCC(=O)N(c2ccccc2)C(C(=O)NC2CCCC2)c2ccncc2)no1 (configuration not stated)	-4	96	/	2	80	0	3	-0.7	-27	3
Cc1ccc([N+](=O)[O-])c2cccnc12	-13	111	13	0	94	/	11	-1.1	-25	10
Cc1nn(C)cc1NC(=O)CCSc1nc(-c2ccco2)cc(C(F)(F)F)n1	-8	94	-21	2	98	/	3	-1.8	-10	-16
Cc1cccc(C)c1OCc1nnc2c3cnn(C)c3ncn12	-10	108	-13	2	102	4	6	2.2	-19	-12
COc1cccc(NC2SC(=O)N(c3ccccc3)C2=O)c1 (configuration not stated)	-2	104	-9	3	91	0	26	-2.3	-22	-2
c1ccc2c(c1)CCN(Cc1nnnn1Cc1ccc3c(c1)OCO3)C2	0	88	/	2	91	/	4	-2.2	-41	1
Oc1ccc(/C=N/N=C(c2ccccc2)c2ccccc2)c(O)c1O	-13	71	-5	1	63	-9	15	-4.4	90*	-8
COc1cc2c(cc1OC)C(=O)CCS2	-1	113	-3	0	95	0	21	-0.4	-42	-6
CN(C(=O)COc1cccc(Br)c1)C1CCS(=O)(=O)C1 (configuration not stated)	-14	94	9	1	98	-1	3	-0.9	-8	4
CCOC(=O)C1=C(C)NC(=O)CC1c1ccccc1 (configuration not stated)	-2	94	10	3	90	-2	10	-0.3	-11	-1
Cc1cc(C(=O)NCCCN2CCN(c3cc(Cl)ccc3C)CC2)n(-c2ccccc2)n1	-9	38	/	5	34	-1	20	-5.1	-11	-7
CCCCOc1ncnc2c1[nH]c1ccccc12	-27	43	22	5	25	0	3	-4.7	-46	36*
Cc1ccc(NC(=O)CCNC(=O)c2ccco2)cc1	2	93	/	0	94	-3	11	0.1	0	-2
O=C(Nc1ccc2c(c1)OCCO2)C1CCN(S(=O)(=O)c2ccc(Br)s2)CC1	-5	60	10	-2	69	0	16	0.1	-46	-3

Filtered by structure, those above with bromine.
SMILES	Yeast lifespan up	HCT116 PTEN-null	E-sel TNF inh	NPY Y2 blocker	HCT116 bCat-KO	Phagocyt inh	Measles CPE	MRP-1 activ	BB579 growth dn	GALR2 antag
COc1cc(Br)c(S(=O)(=O)Nc2c(C)n(C)n(-c3ccccc3)c2=O)cc1OC	-8	101	-29	4	103	-2	5	0.5	-12	-5
COc1ccc(Cn2c(-c3ccc(Br)cc3)c[n+]3ccccc23)cc1	-7	19	-2	8	18	3	6	-0.9	-23	0
CN(C(=O)COc1cccc(Br)c1)C1CCS(=O)(=O)C1 (configuration not stated)	-14	94	9	1	98	-1	3	-0.9	-8	4
O=C(Nc1ccc2c(c1)OCCO2)C1CCN(S(=O)(=O)c2ccc(Br)s2)CC1	-5	60	10	-2	69	0	16	0.1	-46	-3
